Pf Dd2 inh – Plasmodium falciparum Dd2 growth inhibition. P. falciparum Dd2 growth, SYBR Green, 72 h. Potency, µM (highest dose often 28.9 µM), inactives show top-dose activity, negative = inhibition, most hits filed as inhibitors. 120,000 tested, 4.3% active; active means well fitted inhibition curve with a large enough effect; inconclusive means small, poorly fitted or top-dose-only effect; inactive means no such curve, though single readings can be large or run the other way;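 further: plate controls were DMSO vehicle for no effect and reference drug for full effect; nearly all actives have a fitted effect of over 65% in size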
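Readout: SYBR Green fluorescence, 485 nm excitation, 535 nm emission, after ~16 h lysis at 37C. Before that, Dd2-infected red cells (2.5% hematocrit) grew 72 h with compound, 29 uM top final concentration.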
Numbers without * were called inactive; i = inactive; ? = inconclusive; ! = not active in a repeat; [ ] = remark or other dose. Potency means the concentration at half of the fitted maximal effect.

Start of the listing, in advance (three entries):
SMILES	Pf Dd2 inh
COCCOc1cc(-c2noc([C@@H]3CCCN3C3CCN(C(C)=O)CC3)n2)ccn1	i
COc1cc(C2c3c(-c4cc(C)ccc4O)n[nH]c3C(=O)N2Cc2ccco2)cc(OC)c1OC (stereo unspecified)	i
COc1ccc(NC(=O)CN2CCN(CC(=O)Nc3ccccc3F)CC2)c(OC)c1	-1.0%

Results, previewed entries included:
SMILES	Pf Dd2 inh
COCCOc1cc(-c2noc([C@@H]3CCCN3C3CCN(C(C)=O)CC3)n2)ccn1	i
COc1cc(C2c3c(-c4cc(C)ccc4O)n[nH]c3C(=O)N2Cc2ccco2)cc(OC)c1OC (stereo unspecified)	i
COc1ccc(NC(=O)CN2CCN(CC(=O)Nc3ccccc3F)CC2)c(OC)c1	-1.0%
COc1ccc(C(=O)N2CCCn3nc(C)c(-c4ccccc4C(C)C)c32)cn1	i
Cc1cc(C)c2c(-n3cccc3)c(C(=O)NCCCN3CCCCC3C)sc2n1 (stereo unspecified)	?
COc1ccc(-c2cc(C(=O)NCc3c(C)cc(C)[nH]c3=O)c3c(c2)N(C)CCO3)cn1	?
COC1CN(c2ccc(C)cc2)C12CCN(C(=O)C1CCCC1)CC2 (stereo unspecified)	-4.7%
Cn1nccc1-c1ncc2c(n1)OCCN(Cc1ccc(F)cc1F)C2=O	i
Cc1ccc(NC(=O)CC(C)S(=O)(=O)c2ccc3c(c2)NC(=O)CO3)cc1Cl (stereo unspecified)	-12.8%
CC(C)c1noc([C@@H]2C[C@H]3C(=O)NCCCCCCN(C(=O)CCC4CCCC4)[C@H]3C2)n1	-22.6%
COc1ccc(Nc2c(-c3cccc(O)c3)nc3cnccn23)cc1	i
Cc1ccc(C(=O)N2CC(CO)C3(CCNCC3)C2)c(C)c1 (stereo unspecified)	9.6%
Cc1c(-c2nsc(NC(=O)c3ccc(Cl)cc3)n2)nnn1-c1ccc(C(C)C)cc1	42.5%[activator][5.79 µM]
Cc1ccc(SC2CCN(Cc3cc4n(n3)CCNC4)CC2)cc1	10µM*
COc1ccc(C)cc1NC(=O)c1oc2ccc(S(=O)(=O)N3CCC4(CC3)OCCO4)cc2c1C	-0.1%
Cc1ccc(NC(=O)C2CCCN(S(=O)(=O)c3cccc4nsnc34)C2)c(C)c1 (stereo unspecified)	-7.4%
Cc1cn2cc(C(=O)N(CCCn3ccnc3)Cc3cccnc3)ccc2n1	-1.3%
COc1ccc(C(=O)N2C[C@@H](Oc3cccnc3)C[C@H]2C(N)=O)c(OC)c1	7.8%
COc1cccc(C(=O)Nc2cccc(-c3nnc4n3CCCC4)c2)c1OC	?
CCNc1ccnc(NC2CCCc3c2cnn3-c2ccc(C)c(C)c2)n1 (stereo unspecified)	?

Pulled one by one from the list above, three records:
SMILES	Pf Dd2 inh
COc1cc(C2c3c(-c4cc(C)ccc4O)n[nH]c3C(=O)N2Cc2ccco2)cc(OC)c1OC (stereo unspecified)	i
Cn1nccc1-c1ncc2c(n1)OCCN(Cc1ccc(F)cc1F)C2=O	i
CCNc1ccnc(NC2CCCc3c2cnn3-c2ccc(C)c(C)c2)n1 (stereo unspecified)	?

(cont.)
SMILES	Pf Dd2 inh
CCOC(=O)c1noc2nc(C)n(Cc3cccc([N+](=O)[O-])c3)c(=O)c12	-8.2%
COc1ccc(C(=O)N2CCCCCCNC(=O)[C@@H]3C[C@@H](c4nc(-c5cccnc5)no4)C[C@@H]32)cc1	-24.5%
COc1cc(C2c3c(-c4c(C)cc(C)cc4O)n[nH]c3C(=O)N2CCCOC(C)C)cc(OC)c1OC (stereo unspecified)	?
CC(C)CN1C(=O)c2cccn2CC1C(=O)N1CCCC1 (stereo unspecified)	0.7%
O=C(Nc1ccc(F)c(Cl)c1)N1CCC(Oc2ncccc2C(=O)N2CCCCC2)C1 (stereo unspecified)	?
Cc1nn(Cc2ccccc2)c(C)c1[C@@H]1C=C[C@@H](NC(=O)CC2(CC(=O)O)CCCC2)C1	?
COc1ccc(-c2noc(CC3CCN(C(=O)c4ccc(OC)c(OC)c4)CC3)n2)cc1	?
CC1=NS(=O)(=O)N(Cc2ccc(Cl)cc2)C=C1C(=O)O	5.8%
O=C(NCC1CC1)c1c(OCC2CC2)cc(=O)n2c1CCCCC2	46.4%
O=C(CCc1nc2ccc(Cl)cc2[nH]1)NCCc1noc(-c2cccnc2)n1	i
CCc1noc([C@@H]2CC(F)(F)CN2)n1	25.1%
CN(Cc1ccccn1)C1CCOc2ccccc21 (stereo unspecified)	-12.4%[44.1 µM]
CCOc1cc(C2Sc3ccccc3NC3=C2C(=O)c2ccccc23)ccc1O (stereo unspecified)	11.2µM*
Clc1ccc(CNc2nc3ccccc3c3nc(-c4cccnc4)nn23)cc1	28.9%
Cc1cc(C(=O)NCCc2ccc(Cl)cc2)c2c(C)nn(-c3ccccc3)c2n1	32.0%[activator]
COCCN1C(=O)c2ccccc2C(C(=O)Nc2nc(C(=O)OC)c(C(C)C)s2)C12CCCC2 (stereo unspecified)	11.2µM*
CCN(CC)CC[C@H]1CN(C(=O)Nc2ccccc2)CC[C@H]1CC(=O)O	-0.1%[44.1 µM]
O=C(CCc1ccccc1)N1CC(Oc2ccc(-c3noc(C4CC4)n3)cc2)C1	-1.1%
O=C(c1cccs1)N1CCC2(CC1)NC(=O)N(Cc1ccc(F)cc1)C2=O	-6.0%
Cc1nc(N2CCCCC2)n(CC(=O)Nc2ccc(Cl)cc2)c(=O)c1C	-8.9%
COc1ccc(C(=O)N2CCC3(CC2)NC(=O)c2ccccc2O3)cc1	i
CCCN(CCC)C(=O)c1c[nH]c2ccc(S(=O)(=O)Nc3cc(C)cc(C)c3)cc2c1=O	i
COc1ccc(NS(=O)(=O)c2ccc3c(c2)C(C(C)C)C(=O)N3)cc1 (stereo unspecified)	-3.6%
CCCOc1ccc(CNC(=O)C2CCN(c3nc4ccccc4nc3C(F)(F)F)CC2)cc1	48.5%[activator]
CCCS(=O)(=O)N1CCC(N2CC(OCC3CC3)C23CCOCC3)CC1 (stereo unspecified)	i
N#Cc1ccc(N2C[C@@H]3OCC(=O)N(CC4CCCCC4)[C@@H]3C2)nc1	i
O=C1CCN(C(=O)C2CCN(C(=O)c3cccs3)CC2)CCCCCCN1	-5.6%
Cc1c(Cl)cccc1NC(=O)C(C)n1nnc2sc3c(c2c1=O)CCCC3 (stereo unspecified)	48.1%[activator]
CCN(CC)C[C@H]1CN2CC[C@H]1C[C@@H]2CNS(=O)(=O)c1ccc(Cl)cc1	-15.4%[44.1 µM]
CNC(=O)c1cc[nH]c1C1CCCN(C(=O)c2noc(C)c2Cn2cccn2)C1 (stereo unspecified)	21.3%
O=C(Nc1cccc(C(F)(F)F)c1)N1CC2CC(C1)[C@H]1CCCC(=O)N1C2 (stereo partly specified)	-7.3%
COCCc1nncn1C1CCN(S(=O)(=O)c2cc(F)ccc2F)CC1	i
CN1CCCCCC(O)c2cc(C(=O)N3CCN(C4CCCCC4)CC3)ccc21 (stereo unspecified)	i
COc1ccc(-c2nc3c(c(-c4ccccc4)n2)CN([S+](=O)([O-])c2c(C)noc2C)CC3)cc1	19.3%
COc1ccccc1CN1Cc2cc(NC(=O)c3ccc(C#N)cc3)ccc2OC(C)C1=O (stereo unspecified)	?
CCn1ccc(C(=O)N2CCC3(CC2)NCCc2c3[nH]c3ccccc23)n1	-27.6%
C=C[C@H]1CN2CC[C@H]1C[C@@H]2CNC(=O)Nc1cccc(C#N)c1	18.0%[44.1 µM]
COC(=O)c1ccc(-n2nnc(-c3nc(-c4ccccc4Cl)no3)c2C)cc1	0.8%
COc1ccc(C2=Nc3ccc(C)cc3NC(c3ccc(Cl)cc3)=N2)cc1	?
O=C(NCC12CC3CC(CC(C3)C1)C2)c1cc2nc(-c3ccc(Cl)cc3)cc(C(F)(F)F)n2n1	-10.1%

2 of the compounds above, bar-delimited:
structure | Pf Dd2 inh
O=C(Nc1cccc(C(F)(F)F)c1)N1CC2CC(C1)[C@H]1CCCC(=O)N1C2 (stereo partly specified) | -7.3%
COCCc1nncn1C1CCN(S(=O)(=O)c2cc(F)ccc2F)CC1 | i

Additional results follow.
SMILES	Pf Dd2 inh
O=C(NCc1ccccc1)C(=O)NCC(c1cccnc1)N1CCN(c2ccccc2)CC1 (stereo unspecified)	?
Cc1nc(C2CCCCN2C(=O)c2ccco2)n[nH]1 (stereo unspecified)	-3.3%
COc1ccc([C@@H]2CN(C(=O)CCc3c(C)noc3C)C[C@H]2N(C)C)cc1	?
COCC(=O)Nc1ccc([C@H]2OCC(=O)N[C@@H]2CO)cc1	3.2%[44.1 µM]
Cc1ccc(Cn2c(=O)n(CCCCC(=O)NCCc3ccc(Cl)cc3)c(=O)c3ccccc32)cc1	-21.0%
CCCCOC(=O)/C(C#N)=C/c1ccc(-c2ccc(Br)cc2)o1	57.9%[activator]
CCn1cc(CN2C[C@@H]3C(=O)N(Cc4ccc5c(c4)OCO5)C(=O)[C@@H]3C2)cn1	72.6%[activator]
CCCNC(=O)CC(c1ccccc1OC)c1c[nH]c2c(CC)cccc12 (stereo unspecified)	i
CC(C)CNC(=O)CN1CCOc2c(O)cc(-c3cccc(Cl)c3)cc2C1	10µM*
O=C(NCc1cccc(C(F)(F)F)c1)c1ccc2nccn2c1	-22.6%[44.1 µM]
O=C(c1ccncc1)N1CC2CCC(C1)N2Cc1ccc(-c2cccs2)cc1	-4.8%
O=C(NCc1nnc2ccc(-c3ccc(F)cc3)nn12)c1cccc(C(F)(F)F)c1	i
Cc1cc(NS(=O)(=O)c2ccc(NC(=O)c3ccccc3C)cc2)nc(C)n1	24.3%
COCCn1ccc2c(C3=CCOCC3)nc(-c3cccc(C(N)=O)c3)cc21	?
Cn1ncc2c(C(=O)NCc3ccncc3)cc(-c3ccc(F)cc3)nc21	?
CCc1cccc(NC(=O)CSc2ncc3c(n2)-c2ccccc2N(Cc2ccccc2C)S3(=O)=O)c1	?
CCC(=O)N1CCC2(CC1)CC(N1CCN(CC(C)C)CC1)CCO2 (stereo unspecified)	-6.1%
C=CCn1nc(C(=O)N2CCOCC2)c2c1CCC(NCC1(c3ccccc3)CCCCC1)C2 (stereo unspecified)	-14.9%
CCOc1ccc(C(=O)N2CCCN(c3cc(-c4ccc(F)cc4)[nH]n3)CC2)cc1	-15.0%
C[C@H](O)c1c(-c2ccc(F)cc2)noc1C(=O)N1CCC1	-8.9%[44.1 µM]
COc1cc(CN2CCc3nc(N4CCN(c5ccccn5)CC4)ncc3C2)cc(OC)c1OC	?
Cc1cc(C)c2c(=O)cc(C(=O)Nc3c(C)n(C)n(-c4ccccc4)c3=O)oc2c1	30.3%[activator]
Cc1cn2nc(C(=O)Nc3ccc4c(c3)OCO4)cc2c(N(C)Cc2ccccc2)n1	?
O=C(Nc1ccsc1)O[C@@H]1CO[C@H]2[C@@H]1OC[C@@H]2Nc1nccc(-c2cccc(F)c2)n1	10.2%
O=C(Cc1cccc(F)c1)N1CC(c2nnc(-c3ccncc3)o2)C2(CCOCC2)C1 (stereo unspecified)	-0.5%
Cn1c(C(=O)NCc2ccc(F)cc2)cc2c(=O)n(C)c3ccccc3c21	14.7%
CCOc1ccc(Nc2oc(/C=C/c3ccc(OC)c(OC)c3)nc2C#N)cc1	i
CC(C)C(=O)NCCc1noc(C2CC2)n1	26.3%
COc1ccc(CCNc2ncnc3c2cnn3-c2ccc(C)cc2)cc1	i
CCCS(=O)(=O)c1c(Nc2ccccc2C)sc(C(=O)c2ccccc2)c1N	?
CCCCNC(=O)c1cc(-c2cccnc2)nc2ccc(S(=O)(=O)NCCCC)cc12	-5.1%
CCOc1ccc(-n2c(-c3ccc(Br)cc3)cc3c2CC(C)(C)CC3=O)cc1	?
Cc1ccc(C(=O)N2C3CCCC2CC(=O)C3)cc1	1.8%[44.1 µM]
CC1=C(C(=O)Nc2ccc(C)cc2C)C(c2cc(Br)ccc2F)n2ncc(C(=O)Nc3ccc(C)cc3)c2N1 (stereo unspecified)	0.891µM*
NCCN1C(=O)CO[C@H](c2ccc(NC(=O)NCc3ccccc3)cc2)[C@H]1CO	-7.2%[44.1 µM]
Cc1ccc(C)c(C(=O)N2[C@@H]3CC[C@H]2CC(NC(=O)c2cnc(C)cn2)C3)c1 (stereo partly specified)	-13.4%
O=C(O)CCC(=O)N1CCC(N(Cc2ccccc2)C2CCOCC2)CC1	?
Cn1c(SCc2ccccc2Cl)nc(=O)c2c1NC(=O)CC2c1cc(F)ccc1F (stereo unspecified)	-15.9%
COCCOC1CCN(C(=O)c2c[nH]c3ccccc23)CC1	19.8%
CCN(CC)C(=O)Cn1c(=O)n(CCCCCC(=O)NCc2ccccc2)c(=O)c2sccc21	35.5%[activator]
O=C(CN1CCOC1=O)N1CCC2(CCC(=O)N(CCCn3ccnc3)C2)CC1	-15.3%
Cn1nccc1CN1CC(Oc2ccc(F)c(F)c2)C1	i
COc1ccccc1-c1ccc(CN2CCCC(c3nc4ccc(C)cc4c(=O)[nH]3)C2)cc1 (stereo unspecified)	7.94µM*!
COc1ccc(-c2ccnc(-c3nnc(C)n3CCN3CCOCC3)c2)cc1OC	i
COCCn1cc(C(=O)NCCCOC(C)C)c2c3ccccc3n(C)c2c1=O	39.9%[activator]
O=C(CCC1CCCC1)N1CCC2(CC1)CC(O)CCO2 (stereo unspecified)	34.6%[activator]
O=C(C1CCN(C(=O)N2CC3CC(C2)[C@H]2CCCC(=O)N2C3)CC1)N1CCOCC1 (stereo partly specified)	-9.5%
O=C(Nc1cccnc1)N1CCOC[C@H](Oc2ccc(C(F)(F)F)cc2)C1	-20.3%[44.1 µM]
Fc1ccc2c(c1)NC(c1ccncc1)=NC(c1cccs1)=N2	i
COc1ccc(C(=O)N2C[C@@H]3C[C@H](C2)c2c(NC(=O)c4cncnc4)ccc(=O)n2C3)cc1	11.7%
Cc1cc(C)cc(NC(=O)CSc2ccc(-c3cccs3)nn2)c1	8.6%
COc1cc2c(cc1OCc1ccccc1)NC(=O)C21CCN(c2ncccn2)CC1	4.47µM*

Screening results: PubChem, National Center for Advancing Translational Sciences (NCATS)

The list is partial. The share of hits here may be higher or lower than overall.
